Screening results (PubChem BioAssay)
KCNQ2 block: KCNQ2 potassium channel inhibitors, primary screen, cell-based, CHO-K1, FluxOR thallium flux, B-score (AID 2156) | B-score at 10 µM | O88943 | 1.1% of 310,000 active | 20 min; hits give low values;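 active = fluorescence ratio B-score at most minus 3 library SDs, with starting brightness B-score within 2 library SDs, cut at about -5.5 in these data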
Kir21 block: Kir2.1 (mouse) channel inhibition; P35561; HEK293-Kir2.1, FluxOR thallium flux fluorescence; hits give low values; B-score at 10 µM; 0.85% of 310,000 active; AID 1672;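 active = fluorescence ratio B-score at or below minus 3 SD of library scores, with starting-brightness B-score within 2 SD, cut at about -4.2 in these data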;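 note: channel flux triggered by added potassium and thallium sulfate stimulus; B-score of peak minus minimum fluorescence over baseline after thallium stimulus; more negative B-score means stronger Kir2.1 block with less thallium influx; some compounds called inactive have numbers as strong as hits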
Target sequence (P35561 whole entry, looked up): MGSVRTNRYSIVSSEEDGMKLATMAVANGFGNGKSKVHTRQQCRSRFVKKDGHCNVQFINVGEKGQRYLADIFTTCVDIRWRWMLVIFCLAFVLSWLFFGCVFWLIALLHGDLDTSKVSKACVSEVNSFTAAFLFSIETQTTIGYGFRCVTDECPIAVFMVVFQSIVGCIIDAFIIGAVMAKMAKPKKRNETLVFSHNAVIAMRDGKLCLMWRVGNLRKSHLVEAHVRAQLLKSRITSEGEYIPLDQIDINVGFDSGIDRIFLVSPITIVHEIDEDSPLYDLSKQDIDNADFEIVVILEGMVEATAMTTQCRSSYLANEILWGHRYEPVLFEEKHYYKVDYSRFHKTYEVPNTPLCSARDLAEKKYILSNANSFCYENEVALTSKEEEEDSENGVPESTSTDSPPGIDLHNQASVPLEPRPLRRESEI
The depositor's hits bear a star.

Start of the data: the first six compounds, to show the layout:
For O=C(N/N=C/c1ccccn1)c1cc(-c2cccc3ccccc23)n[nH]1 the results were KCNQ2 block inactive and Kir21 block -0.3.
Screening CC(C)(C)c1ccc(S(=O)(=O)Nc2noc3ccccc23)cc1 returned KCNQ2 block inactive and Kir21 block 1.03.
`O=C(CSCc1ccc([N+](=O)[O-])cc1)N/N=C/c1cccnc1` gave KCNQ2 block inactive and Kir21 block -2.32.
Cc1nc2ccc(S(=O)(=O)N(C)CC(=O)NC(C)c3ccccc3)cc2s1 (stereo not given) was read as KCNQ2 block inactive and Kir21 block 0.06.
For COc1ccc(NC(=O)C2CC(=O)N/C(=N/NC(=O)c3ccc(Cl)cc3)S2)cc1 (stereo not given) the results were KCNQ2 block inactive and Kir21 block 1.42.
For CCOC(=O)CNC(=O)c1cccnc1Oc1ccc(Cl)cc1 the results were KCNQ2 block inactive and Kir21 block -0.18.

This part in full (from the top)
For O=C(N/N=C/c1ccccn1)c1cc(-c2cccc3ccccc23)n[nH]1 the results were KCNQ2 block inactive and Kir21 block -0.3.
Screening CC(C)(C)c1ccc(S(=O)(=O)Nc2noc3ccccc23)cc1 returned KCNQ2 block inactive and Kir21 block 1.03.
`O=C(CSCc1ccc([N+](=O)[O-])cc1)N/N=C/c1cccnc1` gave KCNQ2 block inactive and Kir21 block -2.32.
Cc1nc2ccc(S(=O)(=O)N(C)CC(=O)NC(C)c3ccccc3)cc2s1 (stereo not given) was read as KCNQ2 block inactive and Kir21 block 0.06.
For COc1ccc(NC(=O)C2CC(=O)N/C(=N/NC(=O)c3ccc(Cl)cc3)S2)cc1 (stereo not given) the results were KCNQ2 block inactive and Kir21 block 1.42.
For CCOC(=O)CNC(=O)c1cccnc1Oc1ccc(Cl)cc1 the results were KCNQ2 block inactive and Kir21 block -0.18.
`Cc1cc(C)cc(NC(=O)C2CCCN(c3nccc(C)n3)C2)c1` (stereo not given) gave KCNQ2 block inactive and Kir21 block 0.02.
`O=C(COC(=O)c1cnccn1)c1ccc(OC(=O)c2ccccc2)cc1` gave KCNQ2 block inactive and Kir21 block 0.67.
CCn1c(N)c(Br)c(=O)[nH]c1=O was read as KCNQ2 block inactive and Kir21 block -1.02.
`O=[N+]([O-])c1ccc(Cl)c(/C=N/N2CCN(Cc3ccccc3Cl)CC2)c1` gave KCNQ2 block -7.24* and Kir21 block 0.21.
COc1ccc(Nc2nc(N3CCCCC3)c3ccccc3n2)cc1 was read as KCNQ2 block inactive and Kir21 block -1.14.
O=C(C[n+]1cc(Br)cc(Br)c1)c1ccc(Cl)cc1 was read as KCNQ2 block inactive and Kir21 block 1.09.
Screening Cc1noc(C)c1COC(=O)c1ccc2c(c1)OCO2 returned KCNQ2 block inactive and Kir21 block -0.29.
`COc1cccc(NC(=O)CSc2nc3ccccc3nc2N2CCOCC2)c1` gave KCNQ2 block inactive and Kir21 block 0.16.
For Cc1c(C)c(C)c(S(=O)(=O)N2CCSCC2)c(C)c1C the results were KCNQ2 block inactive and Kir21 block 1.43.
`CC(=O)c1cnn(-c2nc3c(C)cccc3s2)c1C` gave KCNQ2 block inactive and Kir21 block 2.57.
`Cc1ccnn1CC(=O)N/N=C/c1c[nH]c2ccccc12` gave KCNQ2 block inactive and Kir21 block -0.32.
O=C1OC2(CCCCC2)OC(=O)C1=CNc1nc2ccccc2s1 was read as KCNQ2 block inactive and Kir21 block 0.15.
For CC(C)c1ccc2oc(-c3ccc(NC(=O)c4ncn[nH]4)cc3)nc2c1 the results were KCNQ2 block inactive and Kir21 block -0.03.
`CCOC(=O)N1CCN(C(=O)COC(=O)C2CCN(S(=O)(=O)c3ccc(C)c(C)c3)CC2)CC1` gave KCNQ2 block inactive and Kir21 block -1.7.
`CCCCn1c(CN2CCN(C(=O)c3ccco3)CC2)nc2c1c(=O)n(C)c(=O)n2C` gave KCNQ2 block inactive and Kir21 block 0.82.
Screening CCCCN(C(=O)c1ccc2c(c1)S(=O)(=O)N=C1CCCCCN12)c1c(N)n(CCCC)c(=O)[nH]c1=O returned KCNQ2 block inactive and Kir21 block 0.5.
Screening Cc1cccnc1NC(=O)COc1ccc2c(c1)CCC2 returned KCNQ2 block inactive and Kir21 block -0.53.
`COc1ccc2c(c1)O[C@@H](c1cccc(C(F)(F)F)c1)[C@H](O)C2=O` gave KCNQ2 block inactive and Kir21 block 2.43.
For CCOC(=O)Cc1csc(NC(=O)COc2ccccc2OCC)n1 the results were KCNQ2 block inactive and Kir21 block 0.93.
COC(=O)CSc1nc2c(c(C3CC=CCC3)c1C#N)CCC2 (stereo not given) was read as KCNQ2 block inactive and Kir21 block -3.45.
COc1cc(-c2nc(CN3CCN(C(=O)c4ccco4)CC3)c(C)o2)ccc1F was read as KCNQ2 block inactive and Kir21 block -1.46.
Screening COc1ccc(NC(=O)/C(C#N)=C/c2ccc(OCCN3CCOCC3)c(OC)c2)c(OC)c1 returned KCNQ2 block inactive and Kir21 block 1.16.
For CCCN1Cc2cccc(C(=O)Nc3ccc4c(c3)OCO4)c2C1=O the results were KCNQ2 block inactive and Kir21 block -1.51.
For COC(=O)c1ccc(COc2cc(O)c3c(c2)OC(C)(C)CC3=O)cc1 the results were KCNQ2 block inactive and Kir21 block 0.
CC1CC(C)CN(C(=O)Cn2c(=O)n(CCCCC(=O)NC3CCCC3)c(=O)c3ccccc32)C1 (stereo not given) was read as KCNQ2 block inactive and Kir21 block 0.
For O=C(NC1=NCCS1)C1Cc2ccccc2CN1C(=O)c1ccccc1 (stereo not given) the results were KCNQ2 block inactive and Kir21 block 0.11.
For Cc1ccc(N(CC(=O)Nc2c(C)n(C)n(-c3ccccc3)c2=O)S(C)(=O)=O)cc1C the results were KCNQ2 block inactive and Kir21 block 0.62.
`COc1ccccc1/C=C(/C(=O)NCCCn1ccnc1)c1ccccc1` gave KCNQ2 block inactive and Kir21 block -1.75.
`Oc1ccc(/C=N/Nc2ccc(C(F)(F)F)cn2)cc1` gave KCNQ2 block inactive and Kir21 block 0.25.
Cc1cc(Br)cc2c(C(=O)NCC3CCCO3)cc(-c3ccccc3)nc12 (stereo not given) was read as KCNQ2 block inactive and Kir21 block 1.3.
COC(=O)c1ccccc1NC(=O)Oc1ccc(C(C)C)cc1 was read as KCNQ2 block inactive and Kir21 block 0.85.
Cc1ccccc1NC(=O)c1nc2nccc(C)n2n1 was read as KCNQ2 block inactive and Kir21 block -1.58.
Cc1cc(NC(=O)CSc2nc(=O)n3cccc(C)c3n2)no1 was read as KCNQ2 block inactive and Kir21 block -0.79.
`CCO[C@H]1OC(C(=O)NC2CC2)=C[C@@H](c2csc3ccccc23)[C@@H]1CCCO` gave KCNQ2 block inactive and Kir21 block 1.81.
Screening O=C(Nc1ccc(NC(=O)c2cccs2)cc1)c1ccc2c(c1)OCO2 returned KCNQ2 block inactive and Kir21 block 0.13.
For OC(CC#CCN1CCCC1)(c1ccccc1)c1ccccc1 the results were KCNQ2 block inactive and Kir21 block -0.85.
For CCCOc1ccc(Cc2nn3c(=O)/c(=C/c4ccco4)sc3nc2=O)cc1 the results were KCNQ2 block inactive and Kir21 block 0.34.
Screening C=CCn1c(C)nnc1SCC(=O)Nc1nc(C)c(C(=O)N(C)C)s1 returned KCNQ2 block inactive and Kir21 block 1.14.
N#Cc1cc2cc3c(cc2nc1SCC(=O)N1CCOCC1)OCO3 was read as KCNQ2 block inactive and Kir21 block -1.51.
O=C(NC(=S)N1CCN(c2ccccc2)CC1)c1ccc(S(=O)(=O)N2CCOCC2)cc1 was read as KCNQ2 block inactive and Kir21 block -0.44.
Screening Cc1c(Cl)cccc1NC(=S)N(Cc1ccccc1)Cc1cccnc1 returned KCNQ2 block inactive and Kir21 block 0.43.
For COc1cccc(NC(=O)c2ccc(CN3CCc4ccccc4C3)cc2)c1 the results were KCNQ2 block inactive and Kir21 block 0.25.
Screening Cc1ccc(Nc2cc(-n3nc(C)cc3C)ncn2)cc1 returned KCNQ2 block inactive and Kir21 block -0.48.
`COc1ccc(OCCn2ccnc2)cc1` gave KCNQ2 block inactive and Kir21 block -0.3.
For CC(C)CN(C1CCS(=O)(=O)C1)S(=O)(=O)c1ccc2ccccc2c1 (stereo not given) the results were KCNQ2 block inactive and Kir21 block 0.62.
`COc1ccccc1CNC(=O)CCCn1c(=O)c2ccccc2n(CC(=O)NC2CCCC2)c1=O` gave KCNQ2 block inactive and Kir21 block -0.89.
`COC(=O)[C@]1(CC(C)C)N[C@H](c2ccc(-c3ccc(OC)cc3)cc2)[C@@H]2C(=O)N(C)C(=O)[C@@H]21` gave KCNQ2 block inactive and Kir21 block -0.48.
O=S(=O)(Nc1ccc(F)cc1)N1CCCCCC1 was read as KCNQ2 block inactive and Kir21 block -2.44.
For CCN(CC)C(=O)c1sc2nc(-c3cccs3)cc(-c3cccs3)c2c1N the results were KCNQ2 block inactive and Kir21 block -0.06.
For O=C(Nc1ccc2oc(-c3ccncc3)nc2c1)c1cccs1 the results were KCNQ2 block inactive and Kir21 block -0.97.
Screening CCCCOC(=O)c1ccc(NC(=O)c2ocnc2C)cc1 returned KCNQ2 block inactive and Kir21 block 0.78.
CCOC(=O)N1CCN(C(=O)c2ccc3c(c2)NC(=O)/C(=C\c2ccc(OC)c(OC)c2)S3)CC1 was read as KCNQ2 block inactive and Kir21 block 1.98.
For Cc1c(CC(=O)O)c(=O)oc2c(C)c3occ(-c4ccccc4)c3cc12 the results were KCNQ2 block inactive and Kir21 block 1.02.
CCc1ccc(OCC2c3cc(OC)c(OC)cc3CCN2C(C)=O)cc1 (stereo not given) was read as KCNQ2 block inactive and Kir21 block -0.49.

Gathered by group, the compounds so far with a nitro group on carbon
`O=C(CSCc1ccc([N+](=O)[O-])cc1)N/N=C/c1cccnc1` gave KCNQ2 block inactive and Kir21 block -2.32.
`O=[N+]([O-])c1ccc(Cl)c(/C=N/N2CCN(Cc3ccccc3Cl)CC2)c1` gave KCNQ2 block -7.24* and Kir21 block 0.21.

The list goes on:
Screening CC1CCN(c2ccc(NC(=O)c3ccccc3[N+](=O)[O-])cc2)CC1 returned KCNQ2 block inactive and Kir21 block 0.34.
Screening COc1ccccc1C(=O)NNC(=O)C12CC3CC(CC(C3)C1)C2 returned KCNQ2 block inactive and Kir21 block -0.54.
Screening COC(=O)c1cccc(NC(=O)CN(c2ccc3c(c2)OCO3)S(C)(=O)=O)c1C returned KCNQ2 block inactive and Kir21 block -2.29.
Screening COC(=O)c1ccc(C)c(NC(=O)CCNC(=O)c2ccc([N+](=O)[O-])cc2)c1 returned KCNQ2 block inactive and Kir21 block 0.03.
Clc1ccc(SCCN2CCNCC2)cc1 was read as KCNQ2 block inactive and Kir21 block -0.32.
Clc1ccc(CN2CCC(Cc3ccccc3)CC2)cc1 was read as KCNQ2 block inactive and Kir21 block -7.51*.
For COc1ccc2nc(SC(C(=O)c3ccccc3)c3ccccc3)nc(C)c2c1 (stereo not given) the results were KCNQ2 block -5.61* and Kir21 block 1.03.
`CC12CN3CC(=O)N4CC5(C)CN(CC(C)(C4)C5=O)C(=O)CN(C1)CC(C)(C3)C2=O` gave KCNQ2 block inactive and Kir21 block -0.68.
Cn1c(NC(=O)c2ccccc2)nc2ccccc21 was read as KCNQ2 block inactive and Kir21 block 0.56.
`Cc1cccc(C)c1OCc1cc(C(=O)NCC2COCCO2)no1` (stereo not given) gave KCNQ2 block inactive and Kir21 block 2.7.
Nc1nc(CSCCO)nc(Nc2ccc(F)cc2)n1 was read as KCNQ2 block inactive and Kir21 block 0.01.
`O=P(CO)(Cc1ccccc1)Cc1ccccc1` gave KCNQ2 block inactive and Kir21 block 1.32.
For CCOc1ccc2nc(NC(=S)N(C)C)sc2c1 the results were KCNQ2 block inactive and Kir21 block -0.07.
`Cc1csc(N/N=C/c2c(F)cccc2Cl)n1` gave KCNQ2 block inactive and Kir21 block -0.17.
For COC(=O)c1ccc(NC(=S)NN2CCCCC2c2cccnc2)cc1 (stereo not given) the results were KCNQ2 block inactive and Kir21 block -1.47.
CC(C)[C@H](NC(=O)c1ccc(F)cc1)C(=O)OCC(=O)NC(=O)c1cccn1C was read as KCNQ2 block inactive and Kir21 block -0.9.
Screening COc1cc(OC)cc(-c2nc3ccccc3s2)c1 returned KCNQ2 block inactive and Kir21 block -0.07.
Screening Cc1ccc(NC(=O)N2CCC(C(=O)NCc3ccc(F)cc3)CC2)cc1 returned KCNQ2 block inactive and Kir21 block -0.23.
Screening Cc1cc(Cn2nnnc2-c2ccncc2)cc(C)c1O returned KCNQ2 block inactive and Kir21 block -0.02.
Screening C=CCn1c(SCC(=O)c2cc(C)n(CC3CCCO3)c2C)nnc1-c1ccccc1 (stereo not given) returned KCNQ2 block inactive and Kir21 block -0.26.
For COc1ccc(NC(=O)c2cc(S(=O)(=O)Nc3ccc(OC)cc3)cs2)cc1 the results were KCNQ2 block inactive and Kir21 block -0.06.
Screening C=CCc1c(OC(C)=O)c2ccccc2n(C)c1=O returned KCNQ2 block inactive and Kir21 block 0.39.
CC(=O)N1CCCN(C(=O)c2ccc3nc(Cc4cccc(Cl)c4)oc3c2)CC1 was read as KCNQ2 block inactive and Kir21 block -0.96.
`Cc1ccc(Cn2ncc(C)c2N)o1` gave KCNQ2 block inactive and Kir21 block -0.67.
CC(C)Cc1nnc(NC(=O)c2cc(S(=O)(=O)N(C)C)ccc2N2CCCC2)s1 was read as KCNQ2 block inactive and Kir21 block 1.98.
Screening COc1ccc(OC)c(NC(=O)CCC(=O)Nc2nnc(C(F)(F)F)s2)c1 returned KCNQ2 block inactive and Kir21 block 0.55.
